# Screening data deposited in PubChem BioAssay by several laboratories.
# ADAM10 inh: ADAM10 inhibition, QFRET primary screen; AID 720582; recombinant ADAM10, EDANS/DABCYL FRET peptide cleavage, 3 h; inhibition, % at 7 µM; hit rate 0.62% among 370,000;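 active = inhibition above a per-campaign cutoff equal to the mean of compounds falling between control-based bounds plus 3 SD, cut at about 20% in these data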;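 note: 0% = DMSO wells while the 100% control is not disclosed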
# Target sequence (O14672 214-748 limits assumed): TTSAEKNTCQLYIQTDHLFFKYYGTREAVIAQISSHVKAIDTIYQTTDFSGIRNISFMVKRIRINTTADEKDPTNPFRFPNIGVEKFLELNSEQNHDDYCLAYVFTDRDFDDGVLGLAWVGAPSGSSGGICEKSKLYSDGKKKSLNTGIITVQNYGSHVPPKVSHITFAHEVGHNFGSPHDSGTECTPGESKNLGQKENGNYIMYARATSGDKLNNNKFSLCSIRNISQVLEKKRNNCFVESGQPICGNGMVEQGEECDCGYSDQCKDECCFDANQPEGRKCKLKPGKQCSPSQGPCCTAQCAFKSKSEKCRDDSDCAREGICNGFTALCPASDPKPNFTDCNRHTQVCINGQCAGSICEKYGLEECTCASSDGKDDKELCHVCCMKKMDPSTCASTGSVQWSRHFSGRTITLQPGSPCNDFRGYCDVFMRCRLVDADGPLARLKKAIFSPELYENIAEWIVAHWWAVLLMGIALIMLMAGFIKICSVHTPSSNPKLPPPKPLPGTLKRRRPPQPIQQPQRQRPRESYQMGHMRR
# DAX1 inh-1: inhibitors of DAX1 repression of SF-1 activated StAR promoter; hit rate 1.1% among 370,000; AID 652010; inhibition, % at 6.8 µM; HEK293T StAR-luciferase reporter, SF-1/DAX-1 repression relief;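 active = inhibition above the mean over all tested compounds plus 3 SD, cut at about 3.6% in these data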;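 note: 0% = DAX-1 cells with DMSO and 100% = cells lacking DAX-1 with DMSO; higher inhibition means more luminescence from relief of DAX-1 repression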
# SMARCA2 activ: SMARCA2 function activation, primary screen | activation, % at 9.1 µM | hit rate 1% among 370,000 | MG213 cells, MMTV-luciferase reporter, dexamethasone, overnight; in the data active = activation above about 7.8%;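 note: 0% = vehicle wells and 100% = reference activator wells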
# FXN GAA850 act: activators of GAA850 frataxin (FXN) promoter | HEK293 lucGAA850 FXN promoter luciferase reporter, 24 h; percent of 10 µM SAHA response | activation, % at 6 µM | hit rate 0.56% among 360,000;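 active = activation above the average of all compounds screened plus 3 SD, cutoff fixed separately per campaign, cut at about 7.5% in these data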;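 note: 0% = DMSO wells and 100% = 10 µM SAHA wells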
# DAX1 inh-2: inhibitors of human orphan nuclear receptor DAX1 (NR0B1) | P51843 | HEK293 Gal4-DAX1 luciferase reporter, luminescence | inhibition, % at 6.75 µM | hit rate 0.99% among 340,000 | AID 504766;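 active = inhibition above the mean over all tested compounds plus 3 SD, cut at about 4.2% in these data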;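 note: 0% = DAX1-transfected cells with DMSO and 100% = empty-vector control cells with DMSO; inhibition shows as a rise in luminescence from relieved DAX1 repression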
# Target sequence (P51843 207-470 limits assumed): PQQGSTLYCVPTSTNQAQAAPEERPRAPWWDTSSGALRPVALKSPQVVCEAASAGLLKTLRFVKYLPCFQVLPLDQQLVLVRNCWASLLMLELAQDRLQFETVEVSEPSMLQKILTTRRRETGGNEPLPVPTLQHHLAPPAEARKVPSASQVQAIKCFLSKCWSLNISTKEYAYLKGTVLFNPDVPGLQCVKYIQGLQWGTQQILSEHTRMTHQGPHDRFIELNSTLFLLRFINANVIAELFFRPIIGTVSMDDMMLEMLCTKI
# PG9 Ab binder: PG9 antibody binding by small molecule | TR-FRET gp120-PG9 antibody binding | inhibition, % at 6.7 µM | hit rate 0.43% among 360,000; in the data active = inhibition above about 8.5%
# hcDAF12 agonist: activates DAF-12 receptor from parasite H. contortus; HEK293 hcDAF-12 lit1-tk-luc reporter, luminescence; 0% DMSO, 100% Δ7-dafachronic acid; activation, % at 6.8 µM; hit rate 1.4% among 370,000; AID 652067;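 active = activation above the mean of all tested compounds plus 3 SD, cut at about 5.5% in these data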;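 note: 100% = response to 3 µM Δ7-dafachronic acid high control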
# ssDAF12 agonist: activates DAF-12 receptor from parasite S. stercoralis | HEK293 ssDAF-12/GRIP1 lit1-tk-luc reporter, luminescence; % of 3 µM dafachronic acid response | hit rate 1% among 370,000 | activation, % at 6.8 µM | AID 652126;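 active = activation above the mean over all tested compounds plus 3 SD, cut at about 0.9% in these data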;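 note: 0% = DMSO-only wells and 100% = 3 µM delta7-dafachronic acid wells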
# ADAM17 inh: ADAM17 inhibition, QFRET primary screen; recombinant ADAM17, EDANS/DABCYL FRET peptide cleavage; P78536; inhibition, % at 6.95 µM; hit rate 0.83% among 370,000;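 active = inhibition above the mean of compounds lying between control limits plus 3 SD, set per campaign, cut at about 8.5% in these data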;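 note: 0% = DMSO-only wells as the low control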
# GC-A act: GC-A (human) enzyme activation; P16066; HEK293 GC-A cells, cGMP TR-FRET, EC30 ANP; 0% at EC30 ANP, 100% saturating ANP; activation, % at 10 µM; hit rate 0.14% among 370,000; in the data active = activation above about 40%
# hgDAF12 agonist: activates the H. glycines DAF-12 receptor ligand-binding domain; HEK293 GAL4-hgDAF12 UAS-luciferase reporter, agonist luminescence; normalized to butyrate control; activation, % at 6.8 µM; hit rate 1.8% among 370,000;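 active = activation above a cutoff set at the mean of all screened compounds plus 3 SD, cut at about 10% in these data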;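 note: 0% = DMSO wells and 100% = sodium butyrate wells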
# Numbers without * were called inactive; i = inactive; / = no result given; & = joins results of further samples.
SMILES,ADAM10 inh,DAX1 inh-1,SMARCA2 activ,FXN GAA850 act,DAX1 inh-2,PG9 Ab binder,hcDAF12 agonist,ssDAF12 agonist,ADAM17 inh,GC-A act,hgDAF12 agonist
COc1ccc(CNC(=O)Nc2ccc3c(c2)N(C)C(=O)CS3)cc1,4,-0.2,0,1.3,-0.2,-1.6,-2.4,-1.7,3,-2,0.5
COc1ccc(C2CC(c3cccs3)=NN2c2ccccc2)cc1 (configuration not stated),i,1.7,0,1.9,-0.1,3.8,1.0,-1.2,-349,12,3.4
COc1ccc(C(=O)Nc2cc3c4c(c2)C(C)C(=O)N4CCC3)cc1 (configuration not stated),-3,0.8,2,-0.7,0.0,0.5,2.6,-1.1,-4,-2,3.5
CN1CCc2c(sc(NC(=O)CS(=O)(=O)c3ccc(F)cc3)c2C(N)=O)C1,-15,0.1,2,-0.1,0.7,1.3,-0.6,-0.8,2,0,-0.9
COc1cc(/C=N/NC(=S)Nc2cccc(S(=O)(=O)N(C)C)c2)cc(OC)c1O,0,-0.6,-4,-2.4,0.3,0.8,-2.4,-1.2,1,-2,-2.4
O=C(NCCc1nnc2ccc(NCc3ccc(F)cc3)nn12)c1ccccc1,-10,0.3,-3,-0.4,-0.1,-0.3,-0.9,-1.3,-4,-4,-0.8
O=C(O)c1nn(-c2cccc(Cl)c2)c(=O)cc1O,11,-0.2,0,1.3,-1.5,-1.9,4.5,1.2*,1,0,1.3
CC(NC(=O)COC(=O)c1ccc2ccccc2n1)C1CC2CCC1C2 (configuration not stated),1,-0.4,2,2.8,-0.1,-1.1,2.0,-0.1,0,0,0.6
Cn1cc(CC(=O)NC2CCCCC2)c2ccccc21,2,-0.2,-1,1.9,-0.5,-2.3,-0.2,-1.1,0,4,0.6
O=C(Oc1cccc(-c2cnc3ccccc3n2)c1)c1ccco1,4,2.2,10*,2.3,3.3,-4.2,6.5*,0.7,2,-2,10
O=S(=O)(c1cccc(C(F)(F)F)c1)N(CCCN1CCOCC1)Cc1cccs1,-12&-5,1.0&1.0,-1&1,0.3&0.7,-1.0&1.2,2.3&0.8,-2.0&-0.3,-1.2&-1.1,-5&-3,0&-1,2.7&-1.0
CCOC(=O)c1c(-c2cccc([N+](=O)[O-])c2)csc1NC(=O)C1CCCCC1,1,0.4,0,-0.1,-1.1,0.1,-1.5,-1.5,-3,7,-0.5
COc1ccc(C(=O)NC(C(=O)N2CCN(c3ccccc3O)CC2)C(C)C)cc1 (configuration not stated),8,-0.1,0,-2.7,0.0,-1.8,-2.1,-1.4,-1,4,-1.1
O=C(COc1ccc(Cl)cc1Cl)Nc1ccccc1NS(=O)(=O)c1cccs1,2,1.3,3,4.6,0.5,-3.8,4.0,-0.9,2,1,6.2
COc1ccc(NC(=O)C2CCCN(c3cnccn3)C2)cc1 (configuration not stated),-27,0.0,1,3.0,-0.2,-1.2,-1.2,-1.3,-16,-2,-2.2
Cn1c(=O)c2c(nc(N3CCN(c4ccccc4)CC3)n2CCCc2ccccc2)n(C)c1=O,-8,0.2,0,1.9,0.6,0.8,-0.7,-1.0,-1,-5,-1.7
CC(=O)N1CCN(c2ccc(NC(=O)c3ccc([N+](=O)[O-])o3)cc2Cl)CC1,10,-1.3,2,7.7*,-1.2,-0.1,-2.9,-0.2,0,1,-3.5
CC(C)N1CCC(N2CCN(Cc3cc4c(cc3Cl)OCO4)CC2CCO)CC1 (configuration not stated),-3,0.4,1,1.7,-0.2,-2.1,-0.4,-0.7,-2,-6,6.0
COc1ccccc1-c1nc2ccccc2nc1-c1ccccc1,-11,-0.8,-3,1.0,-3.4,-0.7,-3.0,-1.8,-1,-20,-1.9
CCOC(=O)C1=CN(CC)S(=O)(=O)NC1c1ccc(F)c(Cl)c1 (configuration not stated),-1,0.8,3,0.9,0.1,-0.8,0.3,-1.3,2,-3,0.1
C=C(C)Cn1c(C)cc(C)c(S(=O)(=O)c2ccc(C)cc2)c1=O,2,-0.3,-2,2.4,-0.9,0.2,-0.2,-1.6,3,1,0.1
Cc1nc2ccccc2n1CC(=O)N/N=C/c1cccnc1,-4,-0.3,0,1.0,0.8,0.6,0.1,-1.6,-3,1,0.6
OC(Cc1ccncc1)(c1ccccc1)c1ccccc1,8,-0.2,0,-0.4,1.3,-0.1,-0.8,-1.4,2,-15,-0.7
COc1cc(CNC(C)C)c(Br)cc1OC1CCCC1,3,0.2,0,-2.0,0.1,0.8,-0.2,0.2,0,-1,-2.8
C[C@H](CO)N1C[C@H](C)[C@@H](CN(C)C(=O)NC2CCCCC2)Oc2c(NC(=O)CCC(F)(F)F)cccc2C1=O,-10,-0.3,-5,-1.0,-1.3,-0.8,0.1,-1.2,-6,4,-3.2
O=C(Cn1c(=O)oc2cc(S(=O)(=O)N3CCCC3)ccc21)Nc1cccc(C(F)(F)F)c1,4,-1.1,-5,-2.0,-2.2,2.7,-2.3,-1.6,0,-2,-2.5
Cc1ccc(NC(=O)/C=C/c2ccc([N+](=O)[O-])s2)c(C)c1,8,-1.6,1,-11,-1.1,-2.5,-1.6,-1.9,2,11,-8.6
CCC(CC)NC(=O)c1cccc(NC(=O)C(C)C)c1,-1,0.0,-2,1.6,0.1,-0.2,-1.3,-1.4,-3,3,0.1
Cc1ccc(NC(=O)Nc2nnc(Cc3ccc(F)cc3)s2)cc1,-6,0.0,0,2.7,0.4,-1.5,0.3,-0.5,-2,2,2.6
C[C@@H]1CN([C@@H](C)CO)C(=O)c2cc(C#CC(C)(C)O)cnc2O[C@@H]1CN(C)C(=O)c1ccccc1F,-7,-1.0,-2,-1.1,0.5,0.0,-1.3,-1.4,-1,1,-0.1
O=C(Nc1cc(Cl)cc(Cl)c1)C1CC(=O)N(C2CCCC2)C1 (configuration not stated),2,0.1,-1,1.0,1.0,1.1,-2.4,-0.6,3,3,0.5
CC(C)CC1CCCCC1OC(=O)CN1CCCCC1 (configuration not stated),11,-0.3,3,1.8,0.1,-1.0,-0.2,-1.3,0,1,-0.8
CC(C)(C)C(=O)Nc1ccccc1C(=O)Nc1ccncc1,-5,-0.7,-3,1.8,0.7,-1.5,-2.9,-1.4,-3,-1,-0.6
CN(C)c1ccc(/C=N/NC(=O)CNC(=O)c2ccco2)cc1,-197,0.5,0,1.8,1.6,-3.7,-0.1,-0.9,-62,-7,3.5
O=C(COC(=O)Cc1cccs1)Nc1ccccc1F,-4,-0.9,-5,0.5,-0.1,1.1,0.3,-1.0,-5,1,1.2
Cc1ccc2c(c1)c1c3n2CC(=C2C(=O)OC(C)(C)OC2=O)NC3CCC1 (configuration not stated),-55,-0.7,-1,1.1,-1.3,-2.8,1.8,-1.3,-16,4,-0.1
CCOC(=O)c1[nH]c2ccc(Cl)cc2c1-c1ccccc1,-16,-0.5,0,4.4,-0.2,2.3,-0.6,-1.1,-7,/,0.7
Cn1c(=O)[nH]c(NC2CCCCC2)c(N=O)c1=O,-4,-0.1,3,-0.5,0.7,-1.8,2.4,-0.6,-1,-2,3.2
CN(C)c1cccc(O)c1,-10,2.2,-3,-0.2,0.3,-0.5,-0.5,-0.5,-3,-5,2.5
C=CCOc1c(CNc2nccs2)cccc1OCC,8,-1.1,2,0.1,-1.1,-1.6,0.1,-1.7,1,0,0.4
COCCCNC(=S)NCCCNc1nc2cc(C)cc(C)c2cc1C#N,-317,-0.5,2,0.1,1.6,0.0,-1.1,-1.1,-87,-2,-2.2
Cc1ccccc1CN(C)CC(=O)NC(C)CCc1ccccc1 (configuration not stated),2,-0.1,-1,1.3,-0.2,0.3,-0.5,-2.2,-2,-3,-4.3
COc1ccc(S(=O)(=O)N(C)c2ccc(OCC(=O)Nc3cc(C)on3)cc2)cc1,-3,-0.4,-3,-0.6,0.5,-3.1,-1.0,-1.2,-4,-4,0.1
CCC(c1nnnn1C1CCCC1)N1CCN(c2cccc(OC)c2)CC1 (configuration not stated),10,-0.6,-1,-1.4,/,-2.0,-1.6,-0.9,0,1,-1.6
O=C(NN1CCOCC1)c1cn(-c2ccccc2)nc1-c1cccs1,-3,0.6,-2,0.5,-1.4,0.7,1.0,-0.9,-4,2,2.6
CCN1CCN(C(=O)c2ccc3c(c2)N(Cc2ccccc2)C(=O)c2ccccc2S3(=O)=O)CC1,-3,0.2,1,-1.4,1.9,1.2,0.5,-0.8,-2,0,-0.5
Cc1c(CC(Cl)(Cl)Cl)c2c(n1O)CC(C)(C)CC2=O,-1,-0.6,-2,2.5,-1.4,1.2,-2.2,-0.8,-4,-2,-2.4
N#Cc1ccccc1CSCCNC(=O)Cc1c(F)cccc1Cl,-3,0.5,-1,1.1,-1.0,0.4,-0.3,-1.4,0,-2,-1.1
COc1ccc(S(=O)(=O)NCCc2c(C)nn(C)c2Oc2ccccc2)cc1,0,-1.2,-2,-0.8,-1.3,0.4,-2.1,-1.4,-4,-9,-1.6
O=c1[nH]c(/C=C\c2cccc(C(F)(F)F)c2)nc(O)c1[N+](=O)[O-],-10,0.2,-3,0.7,-1.1,0.6,-0.1,-1.1,-6,2,1.0
CCN1C(=O)C(=O)N(CC(=O)c2[nH]c(C)c(C(C)=O)c2C)C1=O,-8,-0.5,-1,0.8,2.1,-0.6,0.4,-0.3,0,1,4.7
CCCn1c(COc2ccccc2OC)nc2ccccc21,-5,-0.1,-1,0.4,-2.0,1.2,-2.3,-1.3,-1,-5,-0.9
CC1=C(C(=O)N(C)C)CC(CC(=O)NCc2cccc3ccccc23)C(=O)N1CCCN1CCCC1=O (configuration not stated),-25,-0.1,-4,-2.5,0.7,-0.8,0.8,0.1,-3,2,-1.9
CCOc1ccc(N2CSC3=C(C#N)C(c4ccco4)CC(=O)N3C2)cc1 (configuration not stated),-39,0.9,-2,3.5,2.3,1.2,-0.9,-0.5,-18,-7,-1.6
Cn1nc2c(c1C(=O)N1CCCC(C(=O)c3cc(F)ccc3F)C1)CCCC2 (configuration not stated),2,-0.6,-1,2.5,-1.6,-1.7,-1.1,-1.7,-2,4,-2.5
COC(=O)c1ccc(N2C(=O)c3ccc(OC)c(OC)c3C2=O)cc1,4,-0.4,-1,-2.3,2.1,-1.0,-0.5,-1.1,1,-8,0.0
COc1ccc(-n2c(SCC(=O)OC(C)C)nnc2-c2ccccn2)cc1,-6,-0.6,-5,-0.4,2.0,1.6,-1.4,-1.6,-4,-5,-1.5
NC(=O)c1nsc(C(=O)N(CC(=O)NCc2ccco2)c2ccccc2F)c1N,-278,0.3,4,-1.1,-1.3,-3.6,-1.6,-1.2,-96,-5,0.4
COc1ccc(OC)c2c1C(=O)C(Cl)=C(Cl)C2=O,-2,-1.7,-9,-10,-4.8,0.4,-2.4,-1.0,-3,43*,-1.7
O=S(=O)(NCc1cn2ccsc2n1)c1cccs1,-13,0.6,1,-0.1,1.1,0.2,0.2,-0.9,1,-2,0.1
